Compound activity as filed in PubChem BioAssay.
bCat nuc transl: alters nuclear translocation of beta-catenin in HeLa cells | immunofluorescence imaging | nuclear translocation activity, % at 5 µM | hit rate 0.3% among 190,000;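 active = nuclear translocation activity above 50% at 5 µM, with a well cell count of 50 or more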;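 note: per-cell ratio of nuclear to cytoplasmic median beta-catenin stain intensity; plate controls were DMSO negative control for no effect and GSK-3 inhibitor IX positive control for full effect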
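Test system: human HeLa cells, endogenous beta-catenin. Times: 24 h compound exposure, 37°C. Measured by: beta-catenin immunofluorescence imaging with DAPI.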
Autophagy mod: alters autophagy in cells; calls only at 10 µM (by protocol); MEF GFP-LC3 puncta imaging; test concentration mostly 10 µM; hit rate 0.98% among 190,000;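 active = percentage of spot-positive cells more than 3 SD above its plate mean, without a fluorescence outlier flag or 80% toxicity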;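 note: spot-positive cell cutoff set from DMSO-treated cells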
Dynein transport: dynein cargo transport inhibition | z-score, hits read low | AID 1381 | hit rate 0.47% among 220,000 | 3617.4 mouse cells, GR-EGFP nuclear translocation imaging; test concentration mostly 20 µM; stimulated with dexamethasone, 1 µM; stronger effect = lower value;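 active = plate z-score of nuclear minus cytoplasmic receptor signal below a set negative limit, without overly bright fluorescence or cell loss, cut at about -3.5 in these data, passing the limit was not always enough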;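 note: z-score of nuclear minus cytoplasmic ring GR-EGFP intensity difference per well; some compounds called inactive have numbers as strong as hits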
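medium = tetracycline-free induction medium containing charcoal-stripped FBS | probe or stimulus = dexamethasone, 1.0 µM final | timing = 48 h induction, then 1 h compound, then 30 min agonist, 37 °C | detection = automated 10x imaging of fixed Hoechst-stained cells | read-out basis = nuclear versus cytoplasmic GR-EGFP signal, averaged per well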
WT yeast gro inh: growth inhibition of WT yeast, mitochondrial fusion screen. mitochondrial fusion phenotypic screen, WT strain. inhibition, % at 10 µM. hit rate 2.1% among 190,000; in the data active = inhibition above about 58%; tested in S. cerevisiae
MT stabilize HCS: stabilizes microtubules in HeLa cells; % tubulin-high responders, % at 10 µM; hit rate 0.83% among 200,000; AID 2205; HeLa tubulin immunostaining HCS, 24 h; share of cells brighter than vehicle mean+2SD;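 active = plate Z-score above 3 for both tubulin-high and condensed-nucleus cell shares, with cell loss under 80%, at 10 µM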;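 note: anti alpha tubulin signal scored within the nucleus-defined area of each cell; some results filed as inactive read as strong as hits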
Ins promoter up: MIN6 insulin promoter up-regulation. MIN6 insulin promoter-GFP reporter, high-content imaging; stronger effect = higher value. z-score at 5 µM. hit rate 0.3% among 190,000. AID 1625;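 active = z-score above 3 at 5 µM with at least 500 cells counted in the well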
human PMI inhibition: inhibitors of human PMI, primary screen, biochemical, fluorescence intensity, coupled assay (AID 1209); inhibition, % at 20 µM, or IC50 in µM where a hit was titrated; hit rate 0.42% among 190,000; purified PMI enzyme, coupled fluorescence intensity; higher % means a stronger effect;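 note: plate controls were DMSO vehicle for no effect and wells lacking substrate for full effect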
human PMI inhibitors: human PMI inhibitors, high substrate, primary screen, biochemical, fluorescence intensity, high mannose 6-phosphate (AID 1220) | hit rate 0.66% among 190,000 | one-dose inhibition, % at 20 µM; IC50 in µM for titrated hits | recombinant PMI enzyme, coupled fluorescence intensity; higher % means a stronger effect
Yfh1-off respiration: mitochondrial function rescue without frataxin homolog – Friedreich's ataxia, plus single-dose screen, dose response (AID 1465); one-dose fold induction at 50 µM; EC50 in µM for titrated hits; S. cerevisiae Yfh1-off respiration, WST-1 reduction, 72 h; higher fold induction means a stronger effect; hit rate 0.074% among 220,000;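 active = fold induction of absorbance versus untreated yeast above a set limit, then at least 30% activation at any dose in follow-up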;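 note: activators that raise dye reduction in frataxin-depleted yeast; strong numbers were not always called active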
WT yeast gro inh mutant strain: recorded beside WT yeast gro inh, whose call it bears; inhibition, %; mitochondrial fusion phenotypic screen, mutant strain inhibition
Dynein transport cytoplasmic EGFP: also measured in Dynein transport; calls as there; z-score; measured here: cytoplasmic GR-EGFP intensity; stronger effect = higher value
Dynein transport nuclear GR-EGFP: further read-out of Dynein transport, marked with its call; z-score; measured here: nuclear GR-EGFP intensity;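 lower value marks the stronger effect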
Dynein transport cell count: second read-out of Dynein transport, no call of its own (marks repeat the call); z-score; measured here: cell count per field
Ins promoter up cell count: recorded beside Ins promoter up, whose call it bears; cell count; measured here: cytotoxicity, nuclei count;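 total cells summed across four imaged fields per well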
bCat nuc transl cell count 5 µM: recorded beside bCat nuc transl, whose call it bears; cell count; measured here: cell count, cytotoxicity flag
MT stabilize HCS Hoechst-high %: also measured in MT stabilize HCS; calls as there; % Hoechst-high responders; measured here: nuclear condensation Hoechst responders;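 share of cells brighter than vehicle mean plus two SD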
MT stabilize HCS cytotoxicity %: second read-out of MT stabilize HCS, no call of its own (marks repeat the call); toxicity, %; measured here: cytotoxicity by cell density;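 0% = mean cell density of plate MIN control wells and 100% = no cells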
Autophagy mod cell loss 18 h: second read-out of Autophagy mod, no call of its own (marks repeat the call); toxicity, %; measured here: cell loss, nuclei count;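 cell loss after 18 h compound exposure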
The depositor's hits bear a star; i = inactive; / = not tested or not shown; + = active, no number. Cut-off read from the data, not from the text of the source, unless noted: active = inhibition above about 50%; inactive = the rest. Compounds as they come; 5% or so of the library scored in one or more.

Second line of a record – Ins promoter up cell count	Yfh1-off respiration	MT stabilize HCS	Dynein transport	MT stabilize HCS Hoechst-high %	bCat nuc transl	Ins promoter up	human PMI inhibition	human PMI inhibitors	WT yeast gro inh mutant strain	MT stabilize HCS cytotoxicity %	WT yeast gro inh	Dynein transport cytoplasmic EGFP	Autophagy mod	Dynein transport cell count	Dynein transport nuclear GR-EGFP	bCat nuc transl cell count 5 µM	Autophagy mod cell loss 18 h
1) COc1ccc(-c2cc(C(F)(F)F)nc(N3CCN(C)CC3)n2)cc1OC
    907	i	1.5	0.013	1.7	-0.2	-0.61	-8%	-4%	4	4.0	-4	-0.15	i	-0.03	-0.12	1376	-7
2) CCOC(=O)N1CCN(C(=O)Cn2ncc3ccccc32)CC1
    2044	i	3.5	-1.2	1.5	-2.9	1.1	6%	7%	-2	6.7	-2	-0.19	i	0.77	-0.53	1151	-8
3) Cc1ccc(-n2ncc3c(=O)n(CC(=O)N4CCN(c5ccccc5F)CC4)cnc32)cc1C
    1295	i	3.3	-0.16	2.6	-1.7	0.15	-9%	-11%	5	3.0	3	-0.21	i	-0.38	0.25	1233	3
4) Cc1ccc(S(C)(=O)=NC(=O)c2cc(C)on2)cc1 (stereo unspecified)
    1349	i	/	-0.62	/	-0.5	0.23	/	/	/	/	/	-0.26	/	0.63	-0.35	1016	/
5) O=C(Nc1ccc(F)cc1)c1cc(-c2ccccc2)no1
    1436	i	5.6	0.46	1.3	0.8	0.57	-7%	-7%	-2	4.2	3	-0.23	i	-0.13	0.51	1015	-29
6) Cc1nc2ccccc2n1CCOc1ccc([N+](=O)[O-])cc1
    1323	i	2.6	-0.78	1.4	1.9	-0.21	0%	-7%	-10	8.0	-19	-0.32	i	1.1	-0.26	938	-13
7) CCOC(=O)N1CCN(/C=C(\C#N)c2nc3ccccc3s2)CC1
    /	i	4.2	-3.3	2.5	-5.3	/	-4%	0%	-5	9.9	-10	12	+	0.94	-0.3	1032	-5.9*
8) C=C(C)CN(CC)C(=O)CCc1nnc(CCCc2ccccc2)o1
    1299	i	2.4	-0.33	1.1	4.6	-0.42	3%	-4%	11	2.1	6	-0.31	i	0.28	-0.14	1016	-18
9) COc1cc(-c2c(C#N)c(N)nc3c2c(C)nn3-c2ccc(C)c(C)c2)cc(OC)c1OC
    822	i	4.1	-0.096	1.4	-0.1	-2.8	2%	4%	-7	0.6	15	-0.075	i	0.18	0.56	831	13
10) Cc1ccc[n+](C2C(c3ccc([N+](=O)[O-])cc3)C(C#N)=C([S-])NC2(O)C2CC2)c1 (stereo unspecified)
    1275	i	2.0	-0.76	1.2	-0.2	0.55	13%	48%	-3	1.2	-6	-0.22	i	0.41	-0.28	1136	23
11) COc1ccc(/C=N/Nc2cc(=O)n(C)c(=O)n2C)cc1OC
    2369	i	7.5	2.6	0.9	1.0	0.13	18%	28%	5	5.3	9	-0.11	i	-1.1	1.5	930	4
12) CC(C)NC(=O)CSc1nc2[nH]ncc2c(=O)[nH]1
    1213	i	4.0	-0.75	2.2	-1.0	0.41	6%	0%	10	16	-3	-0.00045	i	1	-0.65	1067	10
13) CCN(CC)C(=O)CSC(Nc1ccc(F)cc1)=C(C#N)C#N
    1066	i	/	-1.9	/	-0.6	-0.69	/	/	/	/	/	-0.097	/	-0.18	-0.67	1315	/
14) Cc1ccccc1CNc1ccc(C(CC(N)=O)NC(=O)c2ccc(Br)cc2)cc1[N+](=O)[O-] (stereo unspecified)
    844	i	/	0.41	/	0.5	0.16	/	/	/	/	/	-0.78	/	-0.35	0.36	1407	/
15) O=C(Nc1ccc(Cl)cn1)C1C(c2ccccc2)C1(Cl)Cl (stereo unspecified)
    /	i	4.4	0.067	2.3	0.9	/	5%	6%	52*	11	71*	0.42	i	-0.52	0.33	992	15
16) Cc1ccc(N=Nc2c(=O)[nH]n3c(=O)cc(C)[nH]c23)cc1
    900	>100µM*	1.9	-1	2.0	2.7	0.82	8%	8%	7	5.3	0	0.55	i	0.059	-0.22	968	-14
17) COc1cc(OC)cc(C(=O)N2CCN(Cc3ccccc3C(F)(F)F)CC2)c1
    1635	i	1.1	-1.3	3.5	-3.3	0.09	12%	4%	-2	12	27	-0.059	i	1.4	-0.44	1411	7
18) O=C(Nc1ccc(N2CCCC2)c(Cl)c1)c1ccco1
    1204	i	2.7	1.8	1.4	-4.2	0.19	-43%	-35%	1	5.8	10	-0.22	i	-0.8	1.5	935	-33
19) CCOc1cc(C(C#N)N2CCCCC2)ccc1OC (stereo unspecified)
    1481	i	3.4	0.15	1.4	0.8	-0.75	-4%	-1%	-11	3.3	9	-0.17	i	-0.55	-0.32	1356	-1
20) COc1ccc(-c2[nH]ncc2CN(C)Cc2c(C)n[nH]c2C)c(OC)c1
    1361	i	3.8	0.059	1.4	0.5	0.18	-2%	-2%	5	17	-15	-0.3	i	0.46	-0.26	1509	5

Results in sequence from the list:
Dynein transport cytoplasmic EGFP for nos. 9–19, in order: -0.075, -0.22, -0.11, -0.00045, -0.097, -0.78, 0.42, 0.55, -0.059, -0.22, -0.17
Dynein transport cell count for nos. 9–19, in order: 0.18, 0.41, -1.1, 1, -0.18, -0.35, -0.52, 0.059, 1.4, -0.8, -0.55

Next part:
Second line of a record – Ins promoter up cell count	Yfh1-off respiration	MT stabilize HCS	Dynein transport	MT stabilize HCS Hoechst-high %	bCat nuc transl	Ins promoter up	human PMI inhibition	human PMI inhibitors	WT yeast gro inh mutant strain	MT stabilize HCS cytotoxicity %	WT yeast gro inh	Dynein transport cytoplasmic EGFP	Autophagy mod	Dynein transport cell count	Dynein transport nuclear GR-EGFP	bCat nuc transl cell count 5 µM	Autophagy mod cell loss 18 h
21) Cc1ccc(O)c(C(=O)c2coc(=N)c(C(=O)NC(C)C)c2)c1
    975	i	2.4	-0.57	1.5	2.5	0.27	-5%	-8%	12	6.0	-1	0.52	i	0.075	0.0083	1171	-3
22) O=C(CSc1nc2ccccc2s1)Nc1nccs1
    1616	i	3.2	-0.92	1.6	-0.5	-0.38	-10%	-7%	7	6.7	26	-0.025	i	0.28	-1.1	1322	3
23) O=C(NCc1cccnc1)C(=O)N/N=C/c1ccccc1[N+](=O)[O-]
    1274	i	6.1	0.47	2.1	-0.1	0.13	6%	9%	10	12	6	-0.33	i	-0.44	0.034	1130	0
24) COCCN1CCN(Cc2nc(Cc3ccc(OC)c(OC)c3)no2)CC1
    1373	i	2.3	1.6	1.9	-2.6	-0.39	9%	12%	-11	15	-1	-0.26	i	-1.2	0.9	1056	-13
25) O=C(NN1CCOCC1)c1ccc(Cl)s1
    1463	i	3.3	-0.56	1.0	-0.8	0.28	-4%	-7%	6	2.2	11	-0.086	i	2.6	-0.034	1027	-10
26) COC(=O)C1=C(C)N(c2cc(Cl)cc(Cl)c2)C(=O)C1
    1023	i	2.0	-3.2	2.4	-1.9	-0.34	-53%	-51%	0	7.7	-5	0.89	i	0.21	-0.95	1151	20
27) CC(NC(=O)C(=O)NCC1CCCO1)c1ccccc1 (stereo unspecified)
    1201	i	4.1	-0.42	1.7	-0.5	-0.32	-6%	-8%	-6	6.2	-14	-0.33	i	0.88	-0.27	1082	-2
28) Cc1ccccc1C(=O)NC=C1C(=O)OC(C)(C)OC1=O
    1593	i	7.0	1	2.5	-2.8	1.1	-18%	-8%	0	26	7	-0.18	i	-0.18	0.79	1081	15
29) O=C(NC1CCS(=O)(=O)C1)C12CC3CC(CC(C3)C1)C2 (stereo unspecified)
    1784	i	4.4	-0.79	2.7	-2.9	0.19	2%	7%	-3	9.7	1	-0.22	i	0.57	-0.18	1038	-12
30) O=C(c1ccco1)N1CCN(C(=O)c2ccc(COc3ccc(Cl)cc3Cl)o2)CC1
    /	i	2.6	-0.047	1.9	/	/	/	/	/	1.3	/	-0.22	i	0.96	0.81	/	10
31) O=C(c1ccccc1)N1CCN(C(=O)c2cc3ccccc3o2)CC1
    1538	i	3.6	1.4	2.5	-2.0	0.86	-3%	4%	4	0.5	-11	0.071	i	-0.78	0.81	1349	-1
32) CC(C)(C)NC(=O)CSc1nnc(SCC(=O)NC(C)(C)C)s1
    1102	i	1.6	-0.38	2.1	-1.7	2.5	-6%	2%	-3	8.6	-9	0.19	i	0.23	-0.12	1176	-28

An excerpt of these results, in transposed form:
28) Cc1ccccc1C(=O)NC=C1C(=O)OC(C)(C)OC1=O
22) O=C(CSc1nc2ccccc2s1)Nc1nccs1
Assay by compound,28,22
Ins promoter up cell count,1593,1616
Yfh1-off respiration,i,i
MT stabilize HCS,7.0,3.2
Dynein transport,1,-0.92
MT stabilize HCS Hoechst-high %,2.5,1.6
bCat nuc transl,-2.8,-0.5
Ins promoter up,1.1,-0.38
human PMI inhibition,-18%,-10%
human PMI inhibitors,-8%,-7%
WT yeast gro inh mutant strain,0,7
MT stabilize HCS cytotoxicity %,26,6.7
WT yeast gro inh,7,26
Dynein transport cytoplasmic EGFP,-0.18,-0.025
Autophagy mod,i,i
Dynein transport cell count,-0.18,0.28
Dynein transport nuclear GR-EGFP,0.79,-1.1
bCat nuc transl cell count 5 µM,1081,1322
Autophagy mod cell loss 18 h,15,3
